Assay outcomes as filed in PubChem BioAssay.
CASP6 VEID inh = blocks human caspase-6 cleavage activity; P55212; purified caspase-6, Z-VEID-R110 cleavage fluorescence; inhibition, % at 12.5 µM; hit rate 0.53% among 350,000; AID 686996;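 active = mean inhibition across replicates at least about 35%, with every replicate also reaching that limit, limit read from the data; inconclusive = only one of the two criteria met; inactive = neither criterion met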;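 also: 0% = median of neutral control wells and 100% = no fluorescence left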
miR122 inh = inhibitors of miR-122 in Huh7 cells; Huh7 miR-122 Renilla luciferase sensor, 48 h; neutral wells = 0, positive control = 100; activation (reporter increase), % at 12.5 µM; hit rate 0.3% among 340,000; AID 602342;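 active = mean replicate activation score at least 90 and every replicate individually at or above 90; inconclusive = only one of the two criteria met; inactive = neither criterion met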;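 also: higher luciferase means less miR-122 activity so hits act as miR-122 inhibitors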
SIRT5 inh = inhibitors of human sirtuin-5 desuccinylase; Q9NXA8; Purified SirT5, succinyl-peptide AMC, trypsin-coupled fluorescence; inhibition, % at 15 µM; hit rate 1.1% among 330,000; in the data active = inhibition above about 15%; inconclusive = no clear call, values can overlap the other calls
CFTR F508del cor = CFTR F508del correction in bronchial cells | hit rate 0.36% among 350,000 | activity (quench increase), % at 7.58 µM | CFBE cells, YFP halide quenching; stimulated with forskolin plus potentiator P3; % fluorescence drop versus neutral controls | AID 720511;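 active = mean added fluorescence quench of at least 8% versus neutral control, with both replicates also reaching 8%; inconclusive = only one of the mean or replicate conditions met; inactive = mean below 8% and not both replicates reaching 8%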;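 also: cells transiently co-express mutant CFTR-F508del with the halide-sensitive YFP; corrector assay measuring rescue of mutant channel to the surface after 24 h compound exposure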
ERAP1 HTS inh = inhibitors of human ERAP1 aminopeptidase | inhibition, % at 10.7 µM | hit rate 0.15% among 340,000 | Q9NZ08 | recombinant ERAP1, Leu-AMC fluorescence, 60 min;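 active = mean replicate inhibition of at least 30%, or all replicates individually reaching that 30% level; inactive = mean below 30% and not every replicate reaching it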;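 also: 0% = neutral control wells and 100% = L-leucinethiol positive control wells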
Target sequence (Q9NZ08 whole entry, looked up): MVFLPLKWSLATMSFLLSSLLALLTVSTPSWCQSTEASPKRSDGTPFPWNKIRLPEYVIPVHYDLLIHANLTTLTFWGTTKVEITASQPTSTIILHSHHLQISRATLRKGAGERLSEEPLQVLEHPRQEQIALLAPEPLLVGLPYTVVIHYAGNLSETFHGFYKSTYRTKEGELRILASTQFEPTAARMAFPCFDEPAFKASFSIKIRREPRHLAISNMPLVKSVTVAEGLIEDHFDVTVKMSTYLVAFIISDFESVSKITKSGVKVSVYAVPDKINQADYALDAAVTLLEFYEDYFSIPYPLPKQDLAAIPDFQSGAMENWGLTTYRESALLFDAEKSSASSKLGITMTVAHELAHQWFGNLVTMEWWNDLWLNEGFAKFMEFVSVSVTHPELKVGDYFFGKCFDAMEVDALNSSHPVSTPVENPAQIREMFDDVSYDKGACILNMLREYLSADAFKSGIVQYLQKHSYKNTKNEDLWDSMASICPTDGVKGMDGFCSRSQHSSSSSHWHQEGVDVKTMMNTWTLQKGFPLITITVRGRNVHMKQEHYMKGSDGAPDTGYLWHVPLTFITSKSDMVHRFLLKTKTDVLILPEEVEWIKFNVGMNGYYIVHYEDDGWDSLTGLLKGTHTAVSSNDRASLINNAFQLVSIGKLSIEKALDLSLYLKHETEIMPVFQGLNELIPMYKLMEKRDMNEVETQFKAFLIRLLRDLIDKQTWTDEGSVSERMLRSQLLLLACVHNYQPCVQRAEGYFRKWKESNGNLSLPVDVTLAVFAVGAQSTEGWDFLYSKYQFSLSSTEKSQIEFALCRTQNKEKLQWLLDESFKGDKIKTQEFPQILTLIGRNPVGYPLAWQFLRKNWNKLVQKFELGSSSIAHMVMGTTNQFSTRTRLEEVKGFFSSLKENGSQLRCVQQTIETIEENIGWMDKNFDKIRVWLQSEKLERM
DENV2 CPE rescue = protects cells from dengue virus 2 cytopathic effect; CPE inhibition, % at 9.99 µM; DENV2-infected cells, cytopathic effect rescue, plate reader; AID 651640; hit rate 1.7% among 350,000; in the data active = CPE inhibition above about 20%, passing the limit was not always enough; inconclusive = no clear call, values can overlap the other calls; tested in BHK-21 cells;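 also: 0% = median of neutral control wells and 100% = median of positive control wells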
ERp5 inh = ERp5 (human) disulfide isomerase inhibition | Q15084 | ERp5 insulin aggregation, absorbance 650 nm, 90 min | inhibition, % at 9.99 µM | hit rate 0.05% among 350,000 | AID 651711;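 active = mean replicate inhibition above about 25%, with every replicate also reaching it, limit read from the data, passing the limit was not always enough; inconclusive = only one of those two criteria met; inactive = neither criterion met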
Numbers without * were called inactive; ? = inconclusive; . = not tested or not shown; & = joins results of further samples; [ ] = another dose, or the depositor's remark.

SMILES | CASP6 VEID inh | miR122 inh | SIRT5 inh | CFTR F508del cor | ERAP1 HTS inh | DENV2 CPE rescue | ERp5 inh
COc1ccc(S(=O)(=O)N2CCN(C(=O)/C=C/c3ccco3)CC2)cc1 | 11 | -5 | 3 | -2.0 | 2 | -9 | 7
C=CCc1c(C)nc2cc(-c3ccc(C)cc3)[nH]n2c1=O | -1 | 14 | -2 | -3.0 | -3 | 4 | 2
O=C(CCN1CCN(c2ccccc2)CC1)c1ccc(Cl)cc1 | 4 | 15 | -8 | 2.3 | 1 | 19 | -2
COc1ccc(NC(=O)N(C)C[C@@H]2Oc3ncc(Br)cc3C(=O)N([C@@H](C)CO)C[C@@H]2C)cc1 | -1&0 | -6 | -3&-4 | -2.7&0.3 | -1&2 | -11&4 | 2&3
CN(C(=O)COC(=O)c1ccccc1SCC(=O)N1CCCC1)c1ccccc1 | 3 | . | -4 | 1.6 | 4 | 2 | -2
Cc1ccc(S(=O)(=O)NCc2ccccc2)cc1C(=O)N1CCN(S(=O)(=O)c2ccccc2)CC1 | -118 | 18 | 1 | -3.4 | -4 | -4 | 7
CCCc1cc(=O)c2ccc(OC/C(C)=N/O)cc2o1 | -1 | . | -7 | 0.8 | . | 2 | -1
Cc1ccc(-n2c(P(C)(=O)O)nc3ccccc32)cc1 | 0 | 1 | -1 | 0.3 | -2 | 11 | 0
Cn1c(=O)c2c(nc(NCCOc3ccc(F)cc3)n2C)n(C)c1=O | 2 | . | -1 | 3.9 | 8 | ? | -9
CCc1ccccc1NC(=S)N(CCN1CCOCC1)Cc1ccccc1F | 1 | . | -4 | -3.8 | -3 | 0 | 6
O=C(O)c1cccc(NC2=C(n3nnc4ccccc43)C(=O)c3ccccc3C2=O)c1 | 82* | 3 | -4 | 1.6 | -13 | -4 | 0
COCC1COS(=O)(=O)NC1(C)C (configuration not stated) | -3 | 2 | 15 | -3.5 | 0 | 20* | 1
Cc1cccc(-c2cnc(C(O)c3ccc(-c4ccccc4)cc3)[nH]2)c1 (configuration not stated) | 1 | . | -2 | -4.2 | 0 | ? | 5
O=C(COc1ccccc1)N1CCN(S(=O)(=O)c2ccc(Br)cc2)CC1 | -1 | -1 | -2 | -0.5 | 4 | -1 | -4
O=C(CCn1c(=S)[nH]c2cc3c(cc2c1=O)OCO3)NCc1cccc(Cl)c1 | 0 | -1 | -5 | 0.4 | 2 | 11 | -9
COCC(=O)N1CC2(CCN(C(=O)NC(C)C)CC2)c2c(n(C)c3cc(OC)ccc23)[C@H]1CO | . | . | . | 1.1 | -2 | -5 | 0
COC(=O)c1cccc(CN2C(=O)SC(Nc3ccccc3)C2=O)c1 (configuration not stated) | 0 | . | -3 | 1.0 | 0 | 2 | 1
Cc1noc(C)c1S(=O)(=O)Nc1ccc2c(c1)C(=O)N([C@H](C)CO)C[C@H](C)[C@H](CN(C)C(=O)C1CCCCC1)OCCCC[C@@H](C)O2 | -3 | 2[16.7 µM] | 3 | 0.4 | 0 | 47* | 3
CCOc1ccccc1NC(=O)Nc1ccc(CC#N)cc1 | 1 | . | . | -0.5 | . | 3 | 14
COc1ccc(/C=N/N2CCN(c3ccc(Cl)cc3)CC2)cc1 | -1 | -4 | 0 | 2.0 | -5 | 2 | 5
CC(C)C[C@@H](NC(=O)[C@H]1CCCN1C(=O)Cc1ccccc1)C(N)=O | -1 | . | -2 | 1.0 | -1 | 3 | 1
O=C(C[C@@H]1CC[C@H]2NC[C@@H](O)COC[C@@H]2O1)Nc1ccccc1 | 0 | -1[16.7 µM] | 4 | -1.0 | 0 | -5 | 4
CNC(=O)/C(C#N)=C/c1c(N2CCCCCC2)nc2c(C)cccn2c1=O | -1 | -8 | -8 | 3.7 | -2 | 0 | -2
COc1ccc(NC(=O)Nc2ccc3c(c2)CC(=O)N([C@H](C)CO)C[C@H](C)[C@H](CN(C)S(=O)(=O)c2cccs2)O3)cc1 | 1 | 1[16.7 µM] | -4 | 1.7 | -1 | 2 | 8
COC(=O)c1ccc(NS(=O)(=O)c2ccc(OC)cc2)cc1 | -1 | 13 | -2 | . | -6 | . | 0
CCC(=O)N(C)C[C@@H]1Oc2ncc(C#Cc3ccccc3)cc2C(=O)N([C@@H](C)CO)C[C@H]1C | 0 | -9[16.7 µM] | 0 | -1.3 | 0 | 11 | 0
Cc1cnc(C(=O)OC(C(=O)c2c[nH]c3ccccc23)c2ccccc2)cn1 (configuration not stated) | 0 | -4 | 4 | 0.5 | 5 | -6 | 6
CC(C)(C)CC(C)(C)NC(=S)N1CCN(Cc2ccc3c(c2)OCO3)CC1 | -4 | . | -4 | -0.5 | 1 | 1 | -4
Cc1onc(-c2c(Cl)cccc2Cl)c1C(=O)c1ccc(F)cc1 | 1 | 4 | -1 | 1.0 | 3 | -4 | 6
Cc1noc(C)c1S(=O)(=O)N(C)C[C@@H]1Oc2ccc(NS(=O)(=O)c3cn(C)cn3)cc2CC(=O)N([C@H](C)CO)C[C@@H]1C | 1 | 2[16.7 µM] | -4 | 1.7 | 2 | -1 | -9
O=C(Cc1csc(-c2ccccc2)n1)NCc1ccco1 | -4 | 0 | . | 1.7 | . | -1 | -8
CCCCCCCCCCCCCCCC(=O)OCC1OC(n2ccc(N)nc2=O)C(O)C1O (configuration not stated) | -2 | 2 | -6 | -0.8 | -2 | -3 | -4
CN(C)S(=O)(=O)c1ccc(C(=O)/C=C/c2cccnc2)cc1 | 0 | 2 | -3 | -2.0 | 4 | 5 | 0
C[C@H]1CCCCO[C@@H](CN(C)C(=O)CCC(F)(F)F)[C@@H](C)CN([C@@H](C)CO)C(=O)c2cc(NC(=O)C3CCCCC3)ccc2O1 | 1 | -7[16.7 µM] | 6 | 3.6 | -1 | -6 | -1
Cc1ccc(C(=O)OCC(=O)c2cc(C)n(CC3CCCO3)c2C)cc1 (configuration not stated) | 4 | . | -3 | 2.2 | 1 | 5 | -1
CN(C)CCNc1nc(Oc2ccccc2)c2sccc2n1 | -60 | . | -1 | 0.0 | 2 | ? | 1
O=C(C1CCC1)N1CCCCN2[C@@H](CO)[C@H](c3ccc(-c4ccncc4)cc3)[C@@H]2C1 | -4 | 4[16.7 µM] | 0 | -2.6 | -2 | 7 | -4
O=C(N/N=C/C(Br)=C/c1ccccc1)c1ccccc1F | 1 | 11 | . | -0.1 | 6 | -6 | 0
C[C@@H]1CCCCO[C@@H](CN(C)C(=O)Nc2ccc(C(F)(F)F)cc2)[C@H](C)CN([C@H](C)CO)C(=O)c2cc(NS(=O)(=O)c3ccc(Cl)cc3)ccc2O1 | -1 | -6[16.7 µM] | -3 | -4.7 | -1 | 0 | 1
CN1C(C(=O)Nc2cccc(O)c2)=CC(c2ccco2)=NS1(=O)=O | 2 | 3 | 6 | 3.0 | 8 | -7 | 3
O=C(NCc1ccc(F)c(F)c1)C1CCC(=O)N(CCc2ccccc2)C1 (configuration not stated) | 5 | -7 | 0 | -0.1 | -1 | 6 | -2
O=C1C2CCCCN2C(=O)N1CCCCN1CCN(c2cccc(Br)c2)CC1 (configuration not stated) | 1 | -12 | -4 | 0.2 | 0 | 4 | 3
Cc1noc(C)c1NC(=O)N(C)C[C@H]1Oc2cc(C#CCN(C)C)ccc2S(=O)(=O)N([C@H](C)CO)C[C@H]1C | 2 | 3[16.7 µM] | -11 | 0.7 | 2 | ? | -2
O=C(NCc1ccc(F)cc1)[C@H]1[C@H](CO)[C@H]2Cn3c(cccc3=O)[C@H]2N1CCC(F)(F)F | 0 | . | 0 | . | -1 | 12 | -6
O=C(c1ccccc1)c1ccc(C(=O)N2CCOCC2)cc1 | 0 | . | -1 | . | 1 | . | 3
Cc1nnc(SCC(=O)Nc2ccc(S(=O)(=O)Nc3ccc(Cl)nn3)cc2)s1 | 35* | -2 | -2 | -0.6 | 1 | 1 | 3
O=S(=O)(Nc1c(F)cccc1F)c1ccc2c(c1)OCCO2 | -3 | . | -4 | 0.2 | 2 | 1 | 2
COc1ccc(C(=O)/C=C/c2ccc(-c3ccccc3)cc2)cc1CSCC(=O)O | 64* | 1 | 12 | -3.3 | -22 | -6 | 3
CCCNC(=O)N1CC(=O)N2[C@H](C1)[C@@H](c1ccc(C#Cc3cccc(OC)c3)cc1)[C@@H]2CO | 4 | . | -1 | 6.9 | -2 | 0 | -1
COc1ccc(C(=O)CC(=O)c2ccc(OC)cc2)cc1 | 1 | -7 | -1 | -1.3 | 6 | 0 | 0
COc1ccc(C(=O)C2CCCN(C(=O)c3cccnc3OC)C2)c(C)c1 (configuration not stated) | 5 | . | 4 | -1.8 | 22 | -1 | 1
CCN(CC)C(=S)NC(=O)C12CC3CC(CC(C3)C1)C2 | 3 | 2 | -5 | 0.8 | -2 | 15 | 0
COc1ccccc1CNC(=O)C[C@@H]1C[C@H]2c3cc(NC(=O)CC4CC4)ccc3O[C@H]2[C@H](CO)O1 | . | 4[16.7 µM] | . | 1.7 | . | -9 | .
C=CCN1C(=O)C(O)(CC(=O)c2ccccn2)c2ccccc21 (configuration not stated) | 1 | -2 | 27* | 4.7 | 0 | 5 | 1
Nc1nc(Cl)cc(Oc2ccccc2F)n1 | 2 | -1 | -3 | 0.2 | . | -2 | -2
Cc1ccc2nc(SCC(=O)NCc3ccc4c(c3)OCO4)nc(=O)n2c1 | -1 | . | 1 | 1.1 | 1 | -4 | -4
CN1C(=O)c2cc(NS(=O)(=O)c3ccc(Cl)cc3)ccc2OC[C@@H]2O[C@H](CC(=O)O)CC[C@@H]21 | -2 | 6[16.7 µM] | 0 | 0.0 | 1 | -8 | 0
CCCN1C[C@H](C)[C@@H](OC)CN(C)C(=O)c2cc(NC(=O)Nc3ccccc3F)ccc2OC[C@H]1C | . | . | 3 | 1.3 | . | 29* | -2
Cc1noc(C)c1NC(=O)N(C)C[C@H]1Oc2c(NS(=O)(=O)c3cccs3)cccc2C(=O)N([C@H](C)CO)C[C@H]1C | -1 | -2[16.7 µM] | -5 | 3.9 | 0 | ? | -3
O=C(N[C@H]1/C=C\[C@@H](O)CCCC1)OCc1ccccc1 | -1 | -2 | -1 | 4.6 | . | -7 | -3

Nine compounds already listed, sorted by SMILES length, rising:
SMILES | CASP6 VEID inh | miR122 inh | SIRT5 inh | CFTR F508del cor | ERAP1 HTS inh | DENV2 CPE rescue | ERp5 inh
Nc1nc(Cl)cc(Oc2ccccc2F)n1 | 2 | -1 | -3 | 0.2 | . | -2 | -2
COc1ccc(C(=O)CC(=O)c2ccc(OC)cc2)cc1 | 1 | -7 | -1 | -1.3 | 6 | 0 | 0
CCN(CC)C(=S)NC(=O)C12CC3CC(CC(C3)C1)C2 | 3 | 2 | -5 | 0.8 | -2 | 15 | 0
O=C(N[C@H]1/C=C\[C@@H](O)CCCC1)OCc1ccccc1 | -1 | -2 | -1 | 4.6 | . | -7 | -3
Cc1nnc(SCC(=O)Nc2ccc(S(=O)(=O)Nc3ccc(Cl)nn3)cc2)s1 | 35* | -2 | -2 | -0.6 | 1 | 1 | 3
CCCNC(=O)N1CC(=O)N2[C@H](C1)[C@@H](c1ccc(C#Cc3cccc(OC)c3)cc1)[C@@H]2CO | 4 | . | -1 | 6.9 | -2 | 0 | -1
COc1ccccc1CNC(=O)C[C@@H]1C[C@H]2c3cc(NC(=O)CC4CC4)ccc3O[C@H]2[C@H](CO)O1 | . | 4[16.7 µM] | . | 1.7 | . | -9 | .
CN1C(=O)c2cc(NS(=O)(=O)c3ccc(Cl)cc3)ccc2OC[C@@H]2O[C@H](CC(=O)O)CC[C@@H]21 | -2 | 6[16.7 µM] | 0 | 0.0 | 1 | -8 | 0
Cc1noc(C)c1NC(=O)N(C)C[C@H]1Oc2c(NS(=O)(=O)c3cccs3)cccc2C(=O)N([C@H](C)CO)C[C@H]1C | -1 | -2[16.7 µM] | -5 | 3.9 | 0 | ? | -3
